TRAIL sens C8: caspase-8 TRAIL sensitization | actives 1% (n = 360,000) | NB7+C8 cells + TRAIL, ATPlite viability luminescence | inhibition (viability loss, TRAIL sensitization), % at 10 µM;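 active = compounds causing at least 50% loss of cell viability in the single-dose screen, relative to plate controls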
CF NFkB block: cystic fibrosis NF-kB activation inhibition | KKLEB NF-kB-GFP reporter, PAF-induced, GFP fluorescence overnight | inhibition, % at 5 µM | actives 0.86% (n = 360,000);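 active = at least 50% inhibition at 5 µM, scaled per plate between neutral and stimulator controls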;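 note: PAF is a Pseudomonas aeruginosa culture filtrate used as stimulus; plate controls were PAF-stimulated DMSO wells for no effect and unstimulated DMSO wells for full effect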
NR2E3 ag-1: human photoreceptor-specific nuclear receptor agonism; AID 602229; Q9Y5X4; inhibition of corepressor binding, % at 3.98 µM; CHO-S Gal4-NCOR/VP16-NR2E3 two-hybrid, luciferase; actives 0.35% (n = 360,000);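 active = inhibition above the mean of all tested compounds plus 3 SD, cut at about 70% in these data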;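 note: 0% = DMSO with NR2E3 transfected cells and 100% = cells lacking NR2E3 construct; higher means lower luciferase signal from less NR2E3 corepressor binding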
Target sequence (Q9Y5X4 whole entry, looked up, the tested form may be a part): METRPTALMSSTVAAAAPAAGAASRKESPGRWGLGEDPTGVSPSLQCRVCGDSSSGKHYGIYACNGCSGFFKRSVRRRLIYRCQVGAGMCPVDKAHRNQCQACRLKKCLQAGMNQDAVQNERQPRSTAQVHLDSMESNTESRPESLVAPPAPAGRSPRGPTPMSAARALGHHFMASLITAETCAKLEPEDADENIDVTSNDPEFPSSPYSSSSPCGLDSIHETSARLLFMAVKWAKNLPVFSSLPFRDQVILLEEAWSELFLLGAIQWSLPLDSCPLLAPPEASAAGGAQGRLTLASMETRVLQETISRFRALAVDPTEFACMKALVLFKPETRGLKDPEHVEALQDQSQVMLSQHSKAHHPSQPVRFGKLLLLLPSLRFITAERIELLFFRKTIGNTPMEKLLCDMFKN
Shn3 3UTR inh: reduces Shn3 3'UTR luciferase signal in osteoblasts | inhibition, % at 12.5 µM | AID 588674 | actives 0.52% (n = 360,000) | Clone20 osteoblast Shn3 3'UTR firefly luciferase, 24 h;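 active = mean inhibition of at least 75% with every replicate also reaching 75%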;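 note: 0% = median of neutral control wells and 100% = pilot-screen positive control compound; some compounds past the cut are filed as inactive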
NR2E3 ag-2: agonists of human nuclear receptor NR2E3; AID 2300; Q9Y5X4; actives 0.12% (n = 320,000); GST-NR2E3/biotin-RetCOR TR-FRET, 1536-well; inhibition of corepressor binding, % at 4.78 µM;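 active = percent inhibition above the cutoff of mean plus 3 SD of all tested compounds, set per screening campaign, cut at about 20% in these data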;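 note: 0% = DMSO wells and 100% = biotin wells as full block of FRET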
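Material: NR2E3–RetCOR corepressor complex | Quantity: 1.35 nM GST-tagged NR2E3 final | Schedule: 5 h at 4 °C | Replication: Singlicate compound wells | Reagent: RetCOR corepressor, biotinylated, 7 nM | Controls: Biotin wells as high control, 0.6% DMSO wells as low control | Signal: TR-FRET, Eu(K)-anti-GST donor, streptavidin-D2 acceptor, ex 340, em 617/671 nm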
KKLEB cytotox: CF airway cell cytotoxicity counter-screen; actives 0.36% (n = 360,000); activity change (cytotoxicity), % at 5 µM; KKLEB CF airway cells viability, ATPlite luminescence, overnight; hits give low values; cells stimulated with P. aeruginosa culture filtrate;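 active = corrected activity change at or below -50% at 5 µM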
hiPSC survival: enhancers of human iPSC single-cell survival; hiPSC single-cell survival, ATPlite luminescence; 100% = ROCK inhibitor wells, 0% = DMSO; AID 602274; actives 0.044% (n = 360,000); survival enhancement, % at 20 µM; in the data active = survival enhancement above about 18%;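 note: cells exposed to compounds for 16 hours before the ATP read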
HIF-2a inh: HIF-2a inhibition | 786-0 RCC cells HIF-2a reporter, luciferase luminescence, overnight | inhibition, % at 18.8 µM | actives 0.72% (n = 360,000) | AID 624352;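 active = inhibition of the luminescence signal of 40% or more relative to plate controls, in a single-dose primary screen at 18.75 µM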
TRPM1 prom inh: MITF TRPM1 promoter inhibition in SK-MEL-5 cells; SK-MEL-5 TRPM1 promoter luciferase, 24 h; inhibition, % at 12.5 µM; actives 0.83% (n = 330,000);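 active = mean inhibition across replicates of 60% or more, whatever share of single replicates reaches that level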; note: values of inactives mirror those of a sister screen read the other way
EBV LMP1 NFkB: Epstein-Barr LMP1 NF-kappaB reporter inhibition; actives 0.69% (n = 350,000); LMP1-induced NF-kappaB luciferase reporter cells, luminescence; inhibition, % at 12.5 µM; in the data active = inhibition above about 41%;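 note: 0% = neutral control wells and 100% = reference inhibitor control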
Peg3 promoter: inhibitors of Peg3 promoter; HeLa PEG-Prom luciferase reporter, luminescence, overnight; inhibition, % at 20 µM; actives 1.7% (n = 360,000); AID 588405;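 active = inhibition of at least 50% at 20 µM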
Numbers without * were called inactive; / = not tested or not shown. A portion of the library; the hit share may differ from the screen's.

Compound,TRAIL sens C8,CF NFkB block,NR2E3 ag-1,Shn3 3UTR inh,NR2E3 ag-2,KKLEB cytotox,hiPSC survival,HIF-2a inh,TRPM1 prom inh,EBV LMP1 NFkB,Peg3 promoter
CN1CCN(C(=O)CCc2ncc(C(F)(F)F)cc2Cl)CC1,0,-16,-6,-8,0,18,1.2,15,2,-4,3
COC(=O)CC1c2cc(OC)c(OC)cc2CC(=O)c2cc(OC)c(OC)cc21 (centres undefined),-3,-9,-3,-21,-2,5,-0.2,18,9,-1,9
NC(=O)NCCN1CCN(c2ncc(C(F)(F)F)cc2Cl)CC1,-1,12,-43,-10,2,15,-0.5,-9,-4,-11,0
CC(c1cccs1)N(Cc1ccco1)C(=S)Nc1ccccc1Cl (centres undefined),1,2,-31,10,-1,1,-0.5,19,-10,4,15
O=C(Cn1cnc2c(nnn2-c2cccc(Cl)c2)c1=O)N1CCCC1,-3,7,12,-5,5,6,-1.8,5,-7,-2,-9
CC(=O)Nc1ccc(Oc2cc(NC(C)=O)cc([N+](=O)[O-])c2)cc1,-3,13,-1,9,-2,0,-2.3,17,-1,6,16
COC(=O)c1ccc(CNS(=O)(=O)c2ccc3ccccc3c2)cc1,6,-3,-24,-8,1,9,1.0,10,0,2,11
CC(=O)c1c(N2CCOCC2)nc(=S)n(-c2ccccc2)c1C,6,10,5,-3,1,2,0.8,16,19,-8,-11
Cc1cccc(N(CC(=O)Nc2ccccc2F)S(C)(=O)=O)c1,-15,-2,6,4,2,-12,1.9,-7,12,4,2
CS(=O)(=O)N1CCN(c2ccccc2NC(=O)c2ccco2)CC1,7,7,-30,2,5,-7,-0.5,-2,-4,5,12
NC(=O)C1(N2CCCCC2)CCN(CC(=O)Nc2ccc(Oc3ccccc3)cc2)CC1,10,-12,3,26,-2,-15,-1.6,9,5,4,15
Cc1ccc(O)c(C(=O)c2cc(C(=O)NCCc3ccccc3)c(=O)n(CCc3ccccc3)c2)c1,-5,-6,-6,-14,0,2,-0.9,11,-3,-3,17
OC[C@H](O)[C@H](O)[C@@H](O)[C@@H](O)[C@@H]1SC(c2ccccc2)=NN1c1ccccc1,-3,-7,-21,-8,-3,9,-0.6,-1,0,7,-1
Cc1ncc(CO)c(/C=N/NC(=O)c2ccccc2Br)c1O,9,5,-14,0,-2,10,-1.7,12,8,-12,17
Cc1ccc(C(=O)Nc2ccc3c(c2)OCCO3)c(C)c1,87*,-19,-64,57,3,-29,-0.9,52*,66*,58*,68*
C=CCNC(=O)/C(=C\c1ccco1)NC(=O)c1ccco1,-9,-12,-23,-5,-2,11,-0.2,12,-1,1,-4
CN(CC(=O)Nc1ccccc1Cl)CC(=O)N(C)c1c(N)n(Cc2ccccc2)c(=O)[nH]c1=O,5,-2,-7,1,/,-13,-0.3,9,-3,0,11
Cc1ccc(Nc2cc(C)nc3nnnn23)cc1,-6,-2,5,4,-3,4,0.7,-20,8,1,-18
CCC(C)[C@H](NC(=O)[C@H](Cc1ccccc1)n1c(=O)[nH]c2ccccc2c1=O)C(=O)N1CCC[C@@H]1C(=O)O (some centres undefined),4,16,15,6,0,2,0.2,0,1,0,-5
CCOc1ccc(CN(CCC#N)C(=S)NC(=O)c2ccccc2)cc1,8,12,38,5,-3,-13,-1.5,17,8,0,15
O=C(c1ccc(Cl)cc1)N(Cc1ccccc1F)N1C(=O)CCCC1=O,8,12,-17,9,-3,-4,-1.0,20,7,5,-1
CCNS(=O)(=O)c1ccc2c(c1)n(C)c(=O)n2C,-2,-8,-9,3,2,-1,0.1,12,1,1,11
C[C@@H]1CN([C@@H](C)CO)C(=O)CCCn2nncc2CO[C@@H]1CN(C)C(=O)CCC(F)(F)F,8,-2,-14,8,/,-22,1.5,7,/,2,-1
Cc1cccc2cc(C#N)c(SCC#N)nc12,-3,-61,-1,27,-7,6,0.0,20,15,-2,-27
C/C(=N\NC(=O)c1ccc(N2CCCC2=O)cc1)c1ccc(O)cc1O,21,-8,-9,26,2,6,-0.4,4,4,11,24
CCn1nc(C)c(C2C(C#N)=C(N)OC3=C2C(=O)CC(C)(C)C3)c1C (centres undefined),18,-18,15,-2,-1,-3,-0.9,4,-2,0,5
Cc1ccc(OCC(=O)Nc2ccc(N3CCN(C(=O)c4ccc(C)cc4)CC3)cc2)cc1,8,2,-3,15,1,-8,-0.6,13,6,0,3
COc1ccc(OC)c(S(=O)(=O)N2CCCC(C(=O)NCCN3CCOCC3)C2)c1 (centres undefined),-11,-8,-28,-12,4,1,-0.6,9,5,-1,5
COc1ccc(CCNC(=O)c2c(O)c3c([nH]c2=O)CCCC3)cc1OC,6,12,-33,-16,5,0,-1.3,6,4,5,8
Cc1nn(Cc2cccc(F)c2)c(C)c1NC(=O)c1ccc(COc2ccccc2Cl)cc1,12,-11,79*,12,-2,10,-3.7,-59,-1,15,31
NNC(=O)Cn1nc2n(c1=O)-c1ccccc1SC2,-29,-15,-15,9,2,0,0.0,16,3,5,-3
COc1ccc(-n2c(SCC(=O)O)nc3sc4c(c3c2=O)CCC4)cc1,-3,3,-5,-2,4,1,-0.7,9,4,2,10
COc1ccc(-n2nc3c(c2NC(=O)COc2ccccc2)CS(=O)C3)cc1 (centres undefined),11,-13,3,-2,0,18,-0.1,6,4,11,4
CCOC(=O)C1CCN(C(=O)Cn2nc(C)n3c(cc4cc(F)ccc43)c2=O)CC1,-6,-23,2,-21,-1,0,-0.1,11,-5,4,-11
Cc1cc(C(=O)Nc2ccc(Br)cc2)c2ccccc2n1,-8,-1,-5,4,1,18,-0.1,-10,-5,3,10
O=C(CSc1nccn(-c2ccc(Br)cc2)c1=O)NCc1ccccc1,3,-10,3,12,0,1,-0.4,2,8,1,-7
Cn1cccc1C(=O)NC(=O)COC(=O)c1ccc(S(C)(=O)=O)c([N+](=O)[O-])c1,8,67*,-10,98*,/,-18,-2.2,36,86*,-1,102*
CCCC(=O)Nc1ccc(Cl)c(NC(=O)CC)c1,2,3,-8,4,3,-4,6.9,14,-11,2,17
CC1CCN(CC(O)COc2ccc(OCC(O)CN3CCC(C)CC3)cc2)CC1 (centres undefined),-2,6,8,-15,3,-3,-0.7,9,-11,-12,-5
Cc1nn(CC(=O)O)c(C)c1NC(=O)c1cccs1,-1,-16,-1,-13,1,3,-0.7,4,6,-4,-6
CCN(CC)C(C)C(=O)NCC1(c2ccccc2)CCOCC1 (centres undefined),-8,7,-19,3,2,9,-2.4,7,-6,2,5
NCCCC[C@@H](C(=O)N1CCNCC1)n1cc([C@@H](N)CC(N)=O)nn1,-27,5,-18,0,0,2,-3.1,13,3,-1,-2
O=C(Nc1ccc(-c2cn3ccccc3n2)cc1)c1ccc(Cl)cc1,0,-19,-101,11,-3,5,-3.8,-36,-6,-1,26
CC(=O)NC1C(O)OC(CO)C(O)C1O (centres undefined),-6,-12,-3,97*,3,9,-1.4,9,2,80*,-7
C[C@H]1CN([C@@H](C)CO)C(=O)CCCn2cc(nn2)CO[C@@H]1CN(C)S(=O)(=O)c1ccccc1C#N,-16,11,30,-8,/,0,-0.7,1,/,7,2
CNC(=S)N1N=C(c2ccccc2)CC1c1ccc(Br)cc1 (centres undefined),79*,-14,-17,1,-1,8,-2.1,-86,-13,-8,-25
CC(=O)NC1CC2CCCC(C1)N2S(=O)(=O)c1cccc(F)c1 (centres undefined),28,-7,-6,-9,2,3,1.0,4,8,2,4
CSc1ccc(Cl)c(C(=O)N(C)CC(=O)Nc2ccc(N3CCOCC3)cc2)c1,12,-21,-20,1,-3,11,0.3,-6,-1,1,0
Cc1cc(C)c2ccc(C(=O)O)nc2c1O,-4,-8,-23,-35,-1,8,5.0,26,4,-13,17
O=C(CSC(=S)N1CCCC1)NCC(=O)Nc1ccc(F)c(F)c1,8,6,14,-20,-1,-13,-0.4,18,3,6,18
O=C(Nc1ccccc1)Nc1ccc(Br)c(Cl)c1,24,44,-80,4,-1,16,-0.7,-217,-11,-5,-214
O=C(NNc1c(F)c(F)cc(F)c1F)c1cc2ccccc2oc1=O,-14,-5,-12,-114,-3,8,0.7,-111,-32,-10,-151
Cc1oc(-c2cccc(Cl)c2)nc1CS(=O)(=O)CC(=O)NCCCN1CCOCC1,1,-24,13,-2,1,10,2.0,8,/,1,2
CSc1nc(S(=O)(=O)c2ccc(C)cc2)c(N2CCOCC2)s1,-14,-4,21,3,/,-22,0.1,-1,/,-1,7
COc1ccc(CCNC(=O)COC(=O)c2cccn2C)cc1,-20,-13,-1,55,/,-5,-0.3,10,1,-3,2
CN(Cc1ccccc1)C(=O)c1nc2ccccn2c1CNCCCOc1cccnc1,-3,10,-28,16,2,-4,-0.5,-4,-4,-4,3
CCC(=O)c1cn(CC(=O)Nc2cc(C)ccc2C)c2ccccc12,-6,-6,-1,-14,6,-4,-0.5,19,-4,5,35
CCOC(=O)N1CCN(S(=O)(=O)c2ccc(C(=O)Nc3nnc(C)o3)cc2)CC1,0,11,27,-5,0,-12,-0.4,11,-6,3,10
CCc1nc2sccc2c(=O)[nH]1,7,-16,0,0,2,18,1.1,3,-7,0,-7
CS(=O)(=O)N1CCSC1c1ccc(Br)cc1 (centres undefined),13,-15,5,-22,0,-2,-0.3,12,-7,-3,7

Other results:
Compound,TRAIL sens C8,CF NFkB block,NR2E3 ag-1,Shn3 3UTR inh,NR2E3 ag-2,KKLEB cytotox,hiPSC survival,HIF-2a inh,TRPM1 prom inh,EBV LMP1 NFkB,Peg3 promoter
O=C(NCc1ccco1)c1cc2ccccc2o1,6,8,-3,-10,1,-7,6.7,-101,-24,-11,-71
CCOc1ccc(NC(=S)NCc2ccco2)cc1,-5,0,-29,-1,2,6,-0.5,-79,6,1,-31
O=S(=O)(N/N=C/c1ccc(N2CCOCC2)cc1)c1ccc(Br)cc1,3,-5,-31,/,3,4,1.1,7,-16,-1,5
O=C(CCCCCNC(=O)c1ccccc1Br)N=Nc1c(O)[nH]c2ccccc12,-11,8,10,2,0,-2,0.4,-11,6,2,-4
CC(C)Oc1ccc(C(=O)O)cc1,12,-24,-14,23,-2,-1,0.4,6,-11,7,9
CN1CCN(c2ccc(NC(=S)NC(=O)c3cccc4c(Cl)cccc34)cc2)CC1,10,19,-14,-16,3,-16,-0.5,-19,2,4,14
CC(=O)c1cnc2nc(C(F)(F)F)nn2c1C,-10,-5,-38,19,-1,13,3.9,6,8,10,5
COCCNC(=O)CN1C(=O)CSc2ncccc21,-18,9,-14,1,5,-17,-0.7,5,2,-2,-6
